Efflux pump inh: inhibitors of Candida antifungal efflux pumps expressed in yeast; 330,000 compounds, 0.44% hits; S. cerevisiae Candida pump triplex, Nile Red efflux; inhibition, % at 10 µM; AID 485275;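 active = plate passing quality check with inhibition over a set limit, or well fluorescence over plate mean plus 4 SD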;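 also: Nile Red retained in pooled yeast measured as flow cytometry median fluorescence; 0% = buffer negative control and 100% = Enniatin B positive control; higher means more Nile Red kept so more efflux inhibition; some compounds called inactive have numbers as strong as hits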
proCasp3 act: activates human procaspase-3; recombinant procaspase-3 D3A, Ac-DEVD-pNA absorbance 405 nm; AID 463141; activation, % at 8.5 µM; 330,000 compounds, 0.11% hits; P42574;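 active = activation above the mean of all tested compounds plus 3 SD, cut at about 21% in these data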;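 also: 0% = DMSO alone and 100% = DMSO wells spiked with extra 5 µM PC-3 D3A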
Target sequence (P42574 whole entry D9A/D28A/D175A): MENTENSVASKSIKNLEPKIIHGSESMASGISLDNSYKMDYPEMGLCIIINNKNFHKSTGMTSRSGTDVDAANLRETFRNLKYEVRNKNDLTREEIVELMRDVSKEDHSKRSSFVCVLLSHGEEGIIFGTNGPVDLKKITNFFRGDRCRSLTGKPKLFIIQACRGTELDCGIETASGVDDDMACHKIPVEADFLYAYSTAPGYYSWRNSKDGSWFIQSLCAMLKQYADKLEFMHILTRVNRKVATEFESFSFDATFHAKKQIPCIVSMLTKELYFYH
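Assay system – Procaspase-3 D3A mutant, all three cleavage aspartates alanine · Controls – DMSO-only low control, 5 µM PC-3 D3A high control · Schedule – 1 h compound preincubation, 2 h substrate hydrolysis at 25 °C · Signal – 405 nm absorbance of p-nitroaniline, reads at 0 and 120 min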
core dimer inh: blocks dimerization of HCV core protein; inhibition, % at 5 µM; TR-FRET GST/Flag-core106 dimerization, 1536-well; 300,000 compounds, 0.33% hits;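 active = inhibition above the mean of all tested compounds plus 3 SD, set per screening campaign, cut at about 45% in these data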
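System: GST-tagged and Flag-tagged HCV core protein residues 1-106 / Input: core106 proteins, GST 13.5 nM and Flag 17 nM / Buffer or medium: KF-containing HEPES buffer, pH 7.45, DTT, CHAPS, BSA / Probe or stimulus: Eu-anti-GST and XL665-anti-Flag labelled anti-tag antibodies / Schedule: 4 h, 22.5 °C incubation / Technique: TR-FRET 671 and 617 nm emission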
JMJD2C inh: inhibitors of human GASC-1 (JMJD2C) demethylase; Q9H3R0; GST-JMJD2C(1-420) H3K9me3 demethylation, DELFIA europium; inhibition, % at 2.35 µM; 330,000 compounds, 0.069% hits;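 active = more than half of a compound's replicate wells show inhibition beyond 50%, single wells judged on their own value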;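 also: signal counts dimethyl H3K9 product captured on neutravidin plate; 0% = median of DMSO wells and 100% = 0.3 times that DMSO median; strong numbers were not always called active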
Target sequence (Q9H3R0 1-420 limits assumed): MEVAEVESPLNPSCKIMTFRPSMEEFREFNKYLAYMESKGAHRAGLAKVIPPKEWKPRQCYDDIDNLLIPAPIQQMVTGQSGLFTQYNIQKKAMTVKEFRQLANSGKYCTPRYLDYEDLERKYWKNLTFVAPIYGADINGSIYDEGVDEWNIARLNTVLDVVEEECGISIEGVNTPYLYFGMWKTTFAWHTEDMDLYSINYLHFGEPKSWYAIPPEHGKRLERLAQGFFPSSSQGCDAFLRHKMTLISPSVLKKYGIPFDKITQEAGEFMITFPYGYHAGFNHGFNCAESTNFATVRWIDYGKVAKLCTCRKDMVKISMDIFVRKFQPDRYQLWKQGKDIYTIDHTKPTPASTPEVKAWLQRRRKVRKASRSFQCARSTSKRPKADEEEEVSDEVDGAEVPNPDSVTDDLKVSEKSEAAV
TPT1 inhibitor: inhibitors of Candida albicans tRNA 2'-phosphotransferase TPT1. recombinant caTPT1, FP RNA substrate dephosphorylation. 300,000 compounds, 0.81% hits. inhibition, % at 5 µM;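 active = inhibition above the mean of all tested compounds plus 3 SD, set per screening campaign, cut at about 24% in these data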;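 also: plate controls were DMSO alone for no effect and ferristatin control at 100 nM for full effect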
PP1 counter: blocks human PP1-alpha phosphatase, a PP5 counter-screen; P62136; purified PP1alpha, OMFP fluorescence; inhibition, % at 6.7 µM; 320,000 compounds, 0.9% hits;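 active = inhibition above the mean inhibition of all tested compounds plus 3 SD, computed separately for each screening campaign, cut at about 15% in these data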
PP5 primary: inhibitors of human protein phosphatase 5 (PP5) | purified PP5c, OMFP substrate fluorescence | inhibition, % at 6.7 µM | 320,000 compounds, 0.18% hits | AID 1987;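 active = inhibition above the campaign's mean inhibition across all tested compounds plus 3 SD, cut at about 9.5% in these data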;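 also: 0% = DMSO only and 100% = 100 µM cantharidin control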
CTSL1 counter: cathepsin L1 inhibition, PFM18AAP counter-screen. recombinant F. hepatica cathepsin L1, Z-Leu-Arg-MCA fluorescence. AID 1906. 300,000 compounds, 0.49% hits. inhibition, % at 5.96 µM;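 active = inhibition above the mean of all tested compounds plus 3 SD, set per screening campaign, cut at about 17% in these data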;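 also: 0% = plate median of test compound wells and 100% = 1 µM Z-Phe-Ala-diazomethylketone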
proCasp7 act: counter-screen for procaspase-3 activators: activators of human procaspase-7; recombinant procaspase-7, Ac-DEVD-pNA absorbance 405 nm; D23A/D198A/D206A triple mutant, cannot self-cleave; scale: DMSO 0, 5 µM enzyme 100; 330,000 compounds, 0.093% hits; activation, % at 8.5 µM;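 active = percent activation above the screen-wide mean plus 3 SD, cut at about 25% in these data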
Target sequence (P55210 whole entry D23A/D198A/D206A): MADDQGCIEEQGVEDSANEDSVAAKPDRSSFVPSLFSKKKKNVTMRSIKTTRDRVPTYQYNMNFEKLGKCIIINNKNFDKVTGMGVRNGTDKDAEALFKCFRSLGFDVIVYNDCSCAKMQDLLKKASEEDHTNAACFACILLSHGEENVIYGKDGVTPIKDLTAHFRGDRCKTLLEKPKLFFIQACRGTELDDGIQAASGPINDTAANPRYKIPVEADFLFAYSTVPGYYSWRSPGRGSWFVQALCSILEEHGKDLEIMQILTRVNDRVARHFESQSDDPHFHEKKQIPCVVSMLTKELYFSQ
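Detection: p-Nitroaniline absorbance at 405 nm, read at 0 and 120 min; system: Uncleavable procaspase-7 mutant enzyme; evaluation: % activation from two-timepoint absorbance difference, scaled to controls; times: 1 h enzyme–compound preincubation and 2 h substrate reaction, both 25 °C; buffer or medium: Zinc-free HEPES pH 7.4 with 300 mM NaCl, 0.01% Triton X-100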
The depositor's hits bear a star; nt = no result given.

Sample of the layout (3 entries):
SMILES | Efflux pump inh | proCasp3 act | core dimer inh | JMJD2C inh | TPT1 inhibitor | PP1 counter | PP5 primary | CTSL1 counter | proCasp7 act
CCN(CC)S(=O)(=O)c1ccc(NC(=S)NC(=O)C(C)C)cc1 | -0.2 | -1.4 | -1.2 | -2.0 | -2.3 | -3.3 | 1.9 | -14.0 | -4.0
Oc1ccc(Br)cc1-c1nc2cnccn2c1NC1CCCCC1 | 0.0 | -7.1 | -0.2 | -13.8 | 0.8 | 8.2 | 4.2 | 11.3 | -8.1
COc1cnn(-c2ccccc2)c(=O)c1SCc1ccc(Cl)cc1Cl | -0.1 | -1.1 | -44.9 | -12.4 | -2.3 | 1.3 | -0.6 | 1.7 | 7.7

The list itself, from the start:
SMILES | Efflux pump inh | proCasp3 act | core dimer inh | JMJD2C inh | TPT1 inhibitor | PP1 counter | PP5 primary | CTSL1 counter | proCasp7 act
CCN(CC)S(=O)(=O)c1ccc(NC(=S)NC(=O)C(C)C)cc1 | -0.2 | -1.4 | -1.2 | -2.0 | -2.3 | -3.3 | 1.9 | -14.0 | -4.0
Oc1ccc(Br)cc1-c1nc2cnccn2c1NC1CCCCC1 | 0.0 | -7.1 | -0.2 | -13.8 | 0.8 | 8.2 | 4.2 | 11.3 | -8.1
COc1cnn(-c2ccccc2)c(=O)c1SCc1ccc(Cl)cc1Cl | -0.1 | -1.1 | -44.9 | -12.4 | -2.3 | 1.3 | -0.6 | 1.7 | 7.7
O=[N+]([O-])c1ccc(Oc2cccc(C(F)(F)F)c2)nc1 | 0.1 | -2.7 | -3.1 | -0.5 | -0.1 | 2.5 | 0.8 | -5.3 | 3.5
O=c1c2ccccc2nc(-c2ccccc2)n1Cc1ccco1 | -0.1 | 14.4 | -2.7 | 3.2 | -0.6 | -2.6 | 0.4 | 0.0 | 7.4
CCc1cc(=O)oc2c(CNCc3c(F)cccc3Cl)c(O)ccc12 | 0.1 | 10.6 | -1.9 | 8.8 | 2.1 | 0.7 | 3.5 | 4.5 | 11.3
NC(=O)CC(NC(=O)Cc1ccc(Cl)cc1)c1ccc(NC2CCCCCC2)c([N+](=O)[O-])c1 (stereo not given) | -0.1 | 1.0 | -22.3 | 11.9 | -0.3 | 6.1 | -5.6 | 5.6 | -9.1
COc1ccc(S(=O)(=O)n2nc(OC(=O)C3CCCCC3)cc2N)cc1 | -0.2 | -30.2 | 18.7 | -1.2 | 0.7 | 1.8 | 1.1 | -4.8 | -24.0
O=C(CCN1C(=O)C2CC=CCC2C1=O)Nc1cccc(Cl)c1 (stereo not given) | -0.1 | -2.5 | 7.6 | -30.6 | -0.2 | 3.7 | -0.4 | -3.0 | -4.4
CC(=O)c1ccc(NC(=O)C(C)Sc2nnc(-c3ccncc3)n2C2CC2)cc1 (stereo not given) | -0.1 | -9.1 | nt | 2.9 | nt | nt | nt | nt | -12.6
Cc1ccc(-c2nc(CS(=O)(=O)CC(=O)NCc3cccc(F)c3)c(C)o2)cc1 | 0.0 | 6.6 | 9.7 | 4.5 | 2.9 | -1.4 | 2.6 | 3.2 | 5.9
O=c1c2ccccc2nc2sc(Nc3ccc(F)cc3)nn12 | -0.1 | 6.5 | nt | 8.9 | nt | -4.0 | -1.7 | nt | 13.0
COc1ccc(/C(N)=N/OC(=O)C2CCCCC2)cc1 | -0.1 | 5.2 | 3.2 | -6.5 | -0.4 | 4.2 | 0.8 | 0.8 | 7.8
CCCCc1ccc(/C=C2\C(=O)c3ccccc3C(O)=C2C(=O)OCC)cc1 | 1.1* | -3.8 | -3.3 | -1.2 | -3.1 | -4.9 | 5.3 | 1.1 | -6.6
O=C(c1ccccc1)c1c[nH]c(C(=O)NNc2cccc(Cl)n2)c1 | 0.0 | -6.0 | 0.0 | 2.9 | 1.9 | 4.9 | 3.9 | -5.2 | -2.6
CCN(CC)S(=O)(=O)c1ccc(C(=O)NCc2ccc(C)cc2)cc1 | 0.1 | 1.9 | -3.1 | -13.7 | -0.8 | -3.1 | 3.1 | -2.5 | 1.1
CCN(CC)C(=O)c1ccc(NS(=O)(=O)c2ccc(/C=C/C(=O)O)cc2)cc1 | 0.3 | 1.1 | 0.2 | 4.3 | -0.2 | 9.3 | -1.3 | -0.7 | 9.1
Cc1ccc(S(=O)(=O)NCC(=O)OCC(=O)Nc2ccccc2OC(F)F)cc1 | 0.0 | -5.2 | 1.6 | -3.9 | -0.5 | -2.6 | 1.1 | -30.9 | 2.1
COc1ccc(NS(=O)(=O)c2cccc(C(=O)NN=C(C)c3ccco3)c2)cc1 | -0.1 | 2.6 | nt | 7.5 | nt | nt | nt | nt | -1.7
Cc1nc2ccc(S(=O)(=O)NCC(=O)O)cc2s1 | -0.1 | -10.6 | -9.6 | 9.8 | -0.3 | 0.1 | -0.4 | -1.3 | -30.7
COc1ccc(NC(=O)C(=O)NNC(=O)c2ccc(Cl)cc2Cl)cc1 | -0.1 | 1.4 | 7.5 | 1.5 | 0.0 | -0.3 | -0.1 | 0.4 | 6.6
CC1CCN(c2ccccc2NC(=S)NC(=O)c2ccc(-c3cccc([N+](=O)[O-])c3)o2)CC1 | 0.0 | 1.4 | 9.0 | -1.5 | -3.4 | -2.7 | -2.6 | -1.7 | 1.6
CCCCCc1nnc(NC(=O)OCCC)s1 | 0.0 | 4.2 | 3.5 | 9.7 | -2.5 | -0.5 | -1.7 | 1.6 | 8.9
COc1ccc(-c2nc(CN3CCC(C(=O)N4CCOCC4)CC3)c(C)o2)c(OC)c1 | 0.6 | 6.2 | 4.0 | 0.0 | 3.3 | -2.3 | -1.4 | 0.8 | -3.4
O=C(OCC(=O)N1CCCCC1)c1c[nH]c(=O)[nH]c1=O | -0.2 | 1.8 | -10.5 | 1.1 | -3.2 | -3.6 | -0.7 | 1.1 | 7.3
COc1ccc(C(CC(=O)O)N2Cc3ccccc3C2=O)cc1OC (stereo not given) | 0.0 | 2.5 | 2.4 | 3.9 | -2.2 | -2.9 | 3.1 | -2.9 | 6.0
COc1ccc(N2C(=NC(=O)c3ccccc3)SC3CS(=O)(=O)CC32)cc1 (stereo not given) | 0.2 | 3.8 | -2.8 | -2.7 | 5.8 | -6.6 | -3.1 | -0.9 | 2.5
Cc1cc(NC(=O)CSc2nc3c(sc4ccccc43)c(=O)n2CCCN2CCOCC2)n[nH]1 | -0.1 | -11.2 | 2.3 | 7.1 | -3.5 | -1.1 | -0.8 | 3.1 | 3.9
O=C(Nc1nc2c(Cl)cccc2s1)c1ccc([N+](=O)[O-])o1 | -0.1 | 7.9 | 5.5 | 8.9 | -0.9 | -2.8 | -0.1 | -0.2 | 5.0
CCCOc1ccc(/C=C/C(=O)O)cc1OC | -0.1 | 5.5 | -1.5 | 12.1 | -1.9 | 0.2 | -0.1 | -3.3 | -5.5
O=C(NCCCN1CCOCC1)c1cc(-c2ccccc2)nc2ccccc12 | 0.0 | 0.1 | 0.9 | -2.0 | 2.6 | -3.8 | -0.2 | -2.9 | -2.3
Cc1ccc(S(=O)(=O)N(C)c2c(C)ccc(S(=O)(=O)N3CCN(C)CC3)c2C)cc1 | -0.2 | 3.3 | -1.3 | 0.9 | -4.0 | 1.5 | 1.7 | -2.0 | 5.2
COc1ccccc1N=C1SC(C)CN1C(=O)C1CCC1 (stereo not given) | 0.0 | 4.7 | -6.3 | 2.4 | -0.8 | -0.9 | 2.8 | 3.8 | 8.0
O=C(OCCN=C1NS(=O)(=O)c2ccccc21)C1CC(=O)N(c2ccc3ccccc3c2)C1 (stereo not given) | 0.1 | 1.5 | 5.0 | -7.6 | 2.1 | -1.1 | 0.7 | 6.0 | -9.2
O=C(c1ccc2c(c1)[nH]c(=S)n1c3ccccc3nc21)N1CCN(c2cccc(Cl)c2)CC1 | 0.2 | 3.5 | 18.2 | -1.4 | 2.4 | 2.6 | 2.3 | 1.3 | 3.1
CCCCn1c(SCC(=O)Nc2nnc(CC)s2)nc2c1c(=O)n(C)c(=O)n2C | 0.0 | 4.0 | -4.3 | -3.0 | 2.0 | -4.2 | 1.5 | 1.2 | 5.9
CCCCN(C(=O)C1=NN(c2ccccc2)C(=O)CC1)c1c(N)n(CCC)c(=O)[nH]c1=O | -0.1 | 4.2 | nt | 1.6 | nt | nt | nt | nt | 4.6
CC(=O)N(Cc1cccc(Br)c1)c1ccc(N2CCOCC2)c(Cl)c1 | -0.2 | -1.6 | 4.2 | -46.9 | -1.2 | 1.7 | 1.2 | 3.9 | -5.0
CSc1ccc(CN(C)CC(=O)Nc2c(F)cccc2F)cc1 | 0.0 | -3.8 | -2.3 | 27.3 | -4.0 | 3.5 | 0.5 | 1.7 | 11.4
COC(=O)C1=C(C)NC2=C(C(=O)CCC2)C1c1ccc(-c2ccsc2C(=O)OC)o1 (stereo not given) | 0.0 | -5.5 | 1.7 | 2.9 | 0.8 | -2.0 | -0.4 | -0.3 | -1.3
CCCC(=O)N1N=C(c2ccccc2)CC1c1cn(C)c2ccccc12 (stereo not given) | -0.2 | -1.6 | 9.0 | -0.6 | -2.3 | 0.1 | 1.7 | -1.2 | -8.6
CC(C)C(=O)Nc1nc2c(c(=O)[nH]1)CCCC2 | -0.1 | 3.0 | -3.5 | 41.7 | -7.4 | -1.5 | 0.5 | -3.9 | -0.6
COc1ccc(CNC(=O)c2nnn(CC(=O)Nc3cc(C)cc(C)c3)c2N)cc1 | 0.0 | -5.4 | 10.8 | 3.6 | -0.1 | 8.8 | -0.9 | 0.3 | 4.8
C#CCOCCOCCOCCNc1nc(N2CCOCC2)nc(N2CCN(C(=O)[C@H](CO)n3cc([C@@H](N)C(C)C)nn3)CC2)n1 | 0.1 | 0.4 | nt | 18.1 | nt | nt | nt | nt | 2.1
CC(C)C(=O)Nc1cccc(C(=O)Nc2cc([N+](=O)[O-])ccc2Cl)c1 | 0.1 | 3.2 | -1.1 | -0.1 | 2.2 | -3.4 | 1.7 | -1.1 | 8.4
CCCOc1ccc(N2C(=O)CC(N3CCC(c4nc5ccccc5o4)CC3)C2=O)cc1 (stereo not given) | 0.2 | -17.3 | 0.4 | -4.0 | -1.5 | -0.8 | 1.2 | -3.4 | -20.3
COc1ccc(CC(=O)NNC(=O)c2ccccc2)cc1OC | 0.0 | 3.7 | nt | 3.5 | nt | nt | nt | nt | 8.9
COCCN(C(=O)CC1C(=O)NCCN1CC(c1ccccc1)c1ccccc1)C(C)C (stereo not given) | 0.5 | 6.2 | 5.4 | 1.2 | -2.1 | 0.2 | -0.9 | -1.9 | 6.9
O=C(COc1cccc(Cl)c1Cl)NC1CC1 | 0.3 | 4.3 | nt | -0.9 | nt | nt | nt | nt | 22.5

Screening results: PubChem BioAssay, several laboratories
